LYPLA2 counter – LYPLA2 (human) inhibition in PME1 counter-screen; recombinant LYPLA2, FP-Rh probe fluorescence polarization; O95372; 320,000 tested, 0.38% active; AID 2177; inhibition, % at 5.9 µM;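 active = inhibition above the screen-wide mean plus 3 SD, limit set per campaign, cut at about 26% in these data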;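 note: 0% = LYPLA2 with DMSO and 100% = wells lacking LYPLA2 enzyme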
pPAFAH inh – pPAFAH (human) enzyme inhibition | inhibition, % at 3.39 µM | 330,000 tested, 1.5% active | Q13093 | AID 463082 | recombinant pPAFAH, FP-rhodamine probe fluorescence polarization;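 active = inhibition above the mean inhibition across the screen plus 3 SD, cut at about 25% in these data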;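 note: inhibitors block binding of the rhodamine activity-based probe so polarization drops; 0% = enzyme with DMSO and 100% = wells lacking pPAFAH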
Target sequence (Q13093 whole entry, looked up): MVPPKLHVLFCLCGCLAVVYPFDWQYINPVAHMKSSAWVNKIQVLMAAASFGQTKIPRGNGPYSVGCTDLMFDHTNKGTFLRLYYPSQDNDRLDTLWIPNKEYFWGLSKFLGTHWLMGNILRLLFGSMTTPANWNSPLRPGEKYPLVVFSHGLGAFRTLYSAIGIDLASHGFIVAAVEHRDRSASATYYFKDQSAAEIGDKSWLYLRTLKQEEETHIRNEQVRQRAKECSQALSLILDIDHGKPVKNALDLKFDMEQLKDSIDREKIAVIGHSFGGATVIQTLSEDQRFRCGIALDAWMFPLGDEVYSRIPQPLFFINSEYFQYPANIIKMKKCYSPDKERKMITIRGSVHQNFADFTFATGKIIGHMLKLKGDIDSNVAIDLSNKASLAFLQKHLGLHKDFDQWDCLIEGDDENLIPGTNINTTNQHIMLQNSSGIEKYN
PREPL inh – inhibits the human prolyl oligopeptidase-like enzyme; inhibition, % at 5.96 µM; 320,000 tested, 0.68% active; Q4J6C6; recombinant PREPL, fluorescence polarization activity-based probe; in the data active = inhibition above about 43%;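 note: 0% = enzyme with DMSO and 100% = wells lacking enzyme; many of its hits are not listed in these tables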
LYPLA1 inh – blocks human lysophospholipase 1, a PME1 counter-screen; O75608; recombinant LYPLA1, FP-Rh probe fluorescence polarization; inhibition, % at 5.9 µM; 320,000 tested, 0.16% active;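 active = inhibition above the mean of all tested compounds plus 3 SD, set per campaign, cut at about 14% in these data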;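 note: inhibitors block serine hydrolase probe labeling of LYPLA1 so polarization falls; 0% = enzyme with DMSO and 100% = wells lacking LYPLA1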
PAD4 inh – blocks human protein arginine deiminase 4; Q9UM07; inhibition, % at 6.36 µM; recombinant PAD4, RCA probe fluorescence polarization; 330,000 tested, 0.41% active;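 active = percent inhibition above a cutoff equal to the mean of all tested compounds plus 3 SD, cut at about 15% in these data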;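 note: 0% = PAD4 with RCA probe and DMSO and 100% = probe without PAD4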
Target sequence (Q9UM07 whole entry, looked up): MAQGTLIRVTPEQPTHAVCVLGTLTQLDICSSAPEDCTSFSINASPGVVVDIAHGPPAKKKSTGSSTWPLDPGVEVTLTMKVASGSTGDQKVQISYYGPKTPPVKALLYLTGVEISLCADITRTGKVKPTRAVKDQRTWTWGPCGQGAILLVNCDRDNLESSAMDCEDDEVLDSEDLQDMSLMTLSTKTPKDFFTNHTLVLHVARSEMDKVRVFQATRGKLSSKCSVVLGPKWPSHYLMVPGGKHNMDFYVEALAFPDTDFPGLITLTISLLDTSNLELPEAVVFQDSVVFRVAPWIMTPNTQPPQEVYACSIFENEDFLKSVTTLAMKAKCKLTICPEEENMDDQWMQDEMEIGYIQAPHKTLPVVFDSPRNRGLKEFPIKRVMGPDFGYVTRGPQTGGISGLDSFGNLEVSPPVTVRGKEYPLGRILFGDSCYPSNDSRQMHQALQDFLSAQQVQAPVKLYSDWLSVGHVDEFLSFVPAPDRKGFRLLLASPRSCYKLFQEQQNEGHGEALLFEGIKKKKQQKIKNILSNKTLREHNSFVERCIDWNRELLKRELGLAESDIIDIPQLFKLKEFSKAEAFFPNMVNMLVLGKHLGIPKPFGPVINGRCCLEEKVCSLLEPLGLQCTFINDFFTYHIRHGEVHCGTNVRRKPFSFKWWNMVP
GSTO1 counter – blocks human GSTO1 in RBBP9 counter-screen | P78417 | recombinant GSTO1, activity-based probe fluorescence polarization | inhibition, % at 5.96 µM | 300,000 tested, 1.1% active;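 active = inhibition above the campaign mean inhibition plus 3 SD, cut at about 35% in these data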;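 note: 0% = GSTO1-1 with DMSO and 100% = wells lacking GSTO1-1 enzyme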
PME-1 primary – blocks human protein phosphatase methylesterase 1 | inhibition, % at 5.9 µM | recombinant PME-1, FP-Rh probe fluorescence polarization | 320,000 tested, 0.53% active | Q9Y570;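 active = inhibition above the campaign mean of all compounds plus 3 SD, cut at about 26% in these data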;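 note: competitive labeling of PME-1 active site by serine hydrolase directed probe; 0% = PME-1 with DMSO and 100% = wells lacking PME-1 enzyme; inhibitors block probe labeling so polarization falls and inhibition rises; many of its hits are not listed in these tables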
PAFAH1B3 inh – blocks human PAF acetylhydrolase 1B catalytic subunit 3; recombinant PAFAH1B3, FP-rhodamine probe, fluorescence polarization; inhibition, % at 3.39 µM; 340,000 tested, 0.28% active;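 active = inhibition above the screen-wide average of all tested compounds plus 3 SD, cut at about 25% in these data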;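 note: 0% = enzyme with DMSO only and 100% = wells lacking PAFAH1B3 protein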
PAFAH1B2 FP inh – inhibitors of human PAFAH1B2; P68402; recombinant PAFAH1B2, FP-rhodamine activity probe, fluorescence polarization; inhibition, % at 3.39 µM; 340,000 tested, 1.2% active; AID 492953;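 active = inhibition above the mean of all tested compounds plus 3 SD, cut at about 24% in these data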;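 note: 0% = enzyme with DMSO and 100% = wells lacking PAFAH1B2; many of its hits are not listed in these tables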
* = called active by the depositor; x = no result given.

SMILES	LYPLA2 counter	pPAFAH inh	PREPL inh	LYPLA1 inh	PAD4 inh	GSTO1 counter	PME-1 primary	PAFAH1B3 inh	PAFAH1B2 FP inh
Cc1nnc(SCC(=O)Nc2ncc3c(n2)CC(C)(C)CC3=O)s1	10	5	8	3	-3	2	0	2	2
CN1C(=O)N(C)C2(C)CC1(C)N(C)C(=O)N2C	-10	-10	1	-3	-11	7	-4	1	-3
O=C(Cn1c(=O)oc2cc(S(=O)(=O)N3CCc4ccccc43)ccc21)N1CCCCC1	-2	2	-1	4	-1	8	-5	8	6
COc1ccc(-c2nn(CC(=O)N3CCCCC3)c(=O)c3ccccc23)cc1	-5	3	1	-2	-4	6	5	x	x
COc1ccc(C(=O)NCC(=O)OCc2ccc(F)cc2Cl)cc1OC	3	-6	5	-1	4	-1	-6	-1	-1
Cc1ccc(CNC(=O)CCC(=O)Nc2nnc(C3CCCCC3)s2)cc1	-2	4	-9	3	1	5	-1	-1	9
CC1(C)Cc2ccccc2-c2nnc(SCC(=O)N3CCc4ccccc43)n21	-5	-1	0	-2	-2	4	-5	-5	-1
COc1cc(NC(=O)Nc2ccc(C)cc2)cc([N+](=O)[O-])c1	1	11	13	-5	-1	-2	23	14	-5
COC(=O)C1=C(C)N(C)C(=S)N(C)C1c1cccc(Br)c1 (configuration not stated)	5	-2	-22	-3	-2	-1	-2	7	2
CCOc1ccc(C(C)NC(=O)c2ccccc2OCc2c(C)noc2C)cc1OCC (configuration not stated)	-5	6	-4	-1	-1	4	2	-2	4
Cc1c(Cl)c(C(F)(F)F)nn1CC(=O)N1CCSCC1	7	-4	4	4	-1	-7	-3	-1	-1
Cc1oc2cc([N+](=O)[O-])c(O)c([N+](=O)[O-])c2c1C(=O)c1ccc(Br)cc1	6	19	17	0	5	18	16	9	5
O=C(COc1ccccc1Br)Nc1ccc2c(c1)OCCCO2	1	-4	-3	6	-2	3	-6	8	3
COc1ccc(CCNC(=O)CCNS(=O)(=O)c2cc(Br)cnc2N)cc1OC	5	5	0	1	3	2	-1	4	-1
Cc1cccc(Oc2cc(NC(=O)Cn3cnc([N+](=O)[O-])n3)cc([N+](=O)[O-])c2)c1	42*	29*	21	-14	0	-16	5	-2	1
Cn1cccc1C(=O)OCC(=O)Nc1sccc1C#N	x	3	16	x	-3	x	x	9	7
c1cnc(N2CCN(c3nc4ccccc4n4cnnc34)CC2)nc1	0	0	5	-1	-4	0	2	-6	0
FC(F)(F)c1ccc(N2CCN(c3ncnc4c3nnn4Cc3ccccc3Cl)CC2)cc1	5	-4	2	-2	1	-1	-4	5	5
COc1ccccc1OCC(=O)NCCSCc1cccc(Cl)c1	-1	1	-26	-2	6	1	8	2	0
CCOC(=O)N(Cc1ccccc1)Cc1ccc(C(=O)N[C@@H](Cc2ccccc2)C(=O)O)cc1	1	-3	-1	4	-4	5	1	-9	-4
CC(CCc1ccccc1)NC(=S)NC(=O)c1ccco1 (configuration not stated)	2	4	-10	-4	0	0	0	13	7
CCOC(=O)N1CCC(NC(=O)CCc2ccccc2)CC1	1	1	-3	1	2	-1	1	3	0
O=[N+]([O-])c1ccccc1Oc1cnc2ccccc2n1	3	5	7	1	-8	1	-13	-1	3
CS(=O)(=O)c1cccc(C(=O)OCC(=O)Nc2ccc3c(c2)OCO3)c1	9	2	19	3	-2	x	3	-2	2
Clc1nc(NCc2ccco2)nc(N2CCCCC2)n1	-1	2	-7	-2	1	-1	-3	-3	5
CN1c2ccccc2C(C)(C)C12C=Cc1cc(O)ccc1O2 (configuration not stated)	-71	-14	-87	-37	-67	4	-58	-17	-9
COc1ccc(S(=O)(=O)N2CCN(C(=O)C3CCCCC3)CC2)cc1	0	6	-1	0	1	-8	0	-6	4
CCOC(=O)CC(NC(=O)C1c2ccccc2Oc2ccccc21)c1ccccc1Cl (configuration not stated)	6	-4	9	-1	0	0	2	6	4
CCCCCc1c(C)nc(Nc2ccc(F)cc2)[nH]c1=O	-4	5	-2	-3	1	7	0	5	4
Cc1onc(-c2ccccc2Cl)c1C(=O)Nc1cccc(S(=O)(=O)N2CCOCC2)c1	x	0	8	x	-2	x	x	-1	0
CCNC(=S)N/N=C/c1ccc(C(=O)O)cc1	-3	-7	-10	4	-3	12	-5	13	5
Cc1cc(C)cc(C(=O)NC(CC(N)=O)c2ccc(NC3CCCCCC3)c([N+](=O)[O-])c2)c1 (configuration not stated)	5	7	7	4	-1	1	3	-8	-2
O=C(NCc1ccccc1F)C1CCCN(S(=O)(=O)c2ccc(-n3cnnn3)cc2)C1 (configuration not stated)	2	-8	10	2	-2	-3	3	-9	6
COC(=O)c1ccc(/C=N/NC(=O)CC(=O)NC2CCCCC2)cc1	1	-10	9	1	-7	-5	1	6	6
Cc1cc(N2CCC(C(=O)NC3CCCCC3)CC2)nc(-c2ccccc2)n1	3	1	-11	1	-1	4	0	2	6
CCC(C(=O)OCC(=O)Nc1ccc(F)cc1)c1ccccc1 (configuration not stated)	-11	-3	-23	-6	-8	x	3	7	8
COc1ccc2c(c1)C(=O)N1[C@H]3c4cc(Br)ccc4OC[C@@H]3[C@H](c3ccccc3)[C@]1(C)C(=O)N2	-37	-5	7	-19	-5	-9	-30	-15	-11
Clc1ccccc1-c1nn2c(-c3ccccn3)nnc2s1	6	6	13	1	-1	7	6	9	5
O=C(CC1SC(=Nc2ccccc2)N(Cc2ccccn2)C1=O)Nc1cccc(Cl)c1 (configuration not stated)	18	2	9	-13	-10	-21	-5	14	-1
Cc1nn(CCCC(=O)NC(C)c2ccccc2)c(=O)c2nn(-c3ccccc3)c(C)c12 (configuration not stated)	-2	1	7	-2	-1	9	5	2	2
O=C(c1ccccc1)c1cc[n+]([O-])cc1	-4	0	5	-3	-2	4	-1	3	2
Cc1ccc(OCCC(=O)OCC(=O)NC2CCCC(C)C2C)cc1 (configuration not stated)	x	22	9	x	4	x	x	5	34*
O=c1[nH]cnc2c1ncn2[C@H]1CC[C@@H](CO)O1	8	-1	1	4	0	3	3	-4	3
CC(/C=N/Nc1nncc(=O)[nH]1)=C\c1ccccc1	4	4	-13	2	-5	2	-7	-1	9
Cc1ccccc1OCC(=O)Nc1nc(-c2ccncc2)cs1	-8	1	-11	-4	0	x	-4	1	3
O=C(Cc1ccccc1)Nc1nnc(-c2ccco2)o1	3	5	9	-2	-2	6	-1	2	-1
CCOc1ccc(-c2cc(C(=O)NCCCn3ccnc3)c3cc(Br)ccc3n2)cc1	2	21	-3	-3	-4	-10	-6	3	4
COc1ccc(N2CCN(C(=O)c3ccc(NS(=O)(=O)c4cccs4)cc3)CC2)cc1	7	-1	20	-3	-7	-10	1	-3	6
CNC(=O)NNC(=O)c1onc(-c2c(Cl)cccc2Cl)c1C(=O)OC	-3	-5	6	1	0	3	-6	0	5
Cn1nc(C(F)(F)F)c(C(=O)Nc2ccc(F)cc2F)c1Cl	17	1	-7	-1	0	8	3	7	5
CC(C(=O)O)C1SC(=O)NC1=O (configuration not stated)	3	-2	9	0	-6	1	7	0	-3
Cc1ccc(C2c3sc(=O)[nH]c3SC3C(=O)NC(=O)C32)cc1 (configuration not stated)	1	2	-2	0	-2	7	-7	11	6
FC(F)(F)c1cc(-c2ccco2)nc(NCc2ccco2)n1	-2	18	-2	-4	-1	-9	1	-5	2
Cc1cc(C(F)F)n2nc(C(=O)Nc3sc4c(c3C#N)CCC4)nc2n1	-7	4	4	1	-4	0	3	0	16
COc1cc(OC)c(S(=O)(=O)NC(C)C)cc1S(=O)(=O)NC(C)C	6	-1	-5	2	1	-3	-3	-7	4
CC(Oc1ccc(Cl)cc1Cl)C(=O)NCCC1=CCCCC1 (configuration not stated)	0	6	-5	5	2	-2	5	4	7
CC(=O)c1cccc(NC(=O)CN2C(=O)COc3ccc(Cl)cc32)c1	22	4	8	-2	1	-4	3	5	-1
COc1ccc(CC(=O)N2CCN(c3cccc(Cl)c3)CC2)cc1OC	-7	4	14	-7	-2	-2	0	10	0
Nc1cc(N2CCCCCC2)c2nonc2c1[N+](=O)[O-]	0	3	-4	-2	2	-6	-2	6	0
COc1ccc(C(=O)NCN2CCN(c3ccccc3)CC2)cc1OC	-2	0	24	2	-4	x	4	6	0
New compounds follow.
SMILES	LYPLA2 counter	pPAFAH inh	PREPL inh	LYPLA1 inh	PAD4 inh	GSTO1 counter	PME-1 primary	PAFAH1B3 inh	PAFAH1B2 FP inh
CCOc1cc(CNc2ccc3c(c2)OCCO3)cc(Br)c1OC	-3	10	0	3	-6	8	4	2	3
O=C(Nc1ccccc1C(=O)O)c1ccc(Br)o1	-3	-1	10	2	-7	-12	4	2	-4
CC1(C2CC2)NC(=O)N(CC(=O)Nc2ccc(SC(F)F)cc2)C1=O (configuration not stated)	x	-5	-22	x	-3	x	x	4	2
CN(Cc1ccccc1)C(=O)c1oc(=O)c2ccccc2c1-c1ccccc1	3	6	-5	-2	-5	-1	1	10	5
Cn1ncc(Br)c1C(=O)N1CCOCC1	-1	1	-2	-1	-4	4	6	4	3
O=C(C1CCCO1)N1CCN(Cc2nc3ccccc3c(=O)[nH]2)CC1 (configuration not stated)	4	0	7	1	6	-3	4	2	5
O=C(NN=Cc1c(O)ccc2ccccc12)c1ccc2c(c1)OCO2	x	13	15	x	-1	x	x	23	9
Cn1cccc1/C=N\NC(=O)Cc1ccc(Br)c2ccccc12	7	3	18	4	3	4	2	5	4
COC(=O)c1ccccc1C(=O)N(c1ccccc1)c1ccccc1	-4	-4	-6	-1	2	6	3	9	-1
COC(=O)C(C(=O)OC)N1C(=O)CCC1=O	3	0	15	1	4	-2	8	-3	1
CC(Oc1cc2oc(=O)c3c(c2cc1Cl)CCC3)C(=O)NCc1cccnc1 (configuration not stated)	-1	-1	4	0	-8	-2	-5	10	-2
COc1ccc(Cc2nnc(NN)[nH]c2=O)cc1OC	3	6	28	0	2	-7	-5	0	-8
O=C(N/N=C/c1ccc2c(c1)OCO2)c1ccc2c(c1)OCO2	2	0	12	2	4	2	-8	0	-1
CSc1nc2ccc(NC(=O)c3cccs3)cc2s1	x	-8	14	x	-9	x	x	6	9
COCCCn1c(=O)c2sccc2n2c(CCCC(=O)N(C)Cc3ccco3)nnc12	1	0	-3	-3	-1	1	4	3	2

With a hit mark in PAFAH1B2 FP inh, among the entries above:
canonical_smiles	pPAFAH inh	PREPL inh	PAD4 inh	PME-1 primary	PAFAH1B3 inh	PAFAH1B2 FP inh
Cc1ccc(OCCC(=O)OCC(=O)NC2CCCC(C)C2C)cc1 (configuration not stated)	22	9	4	x	5	34*

Additional entries follow:
SMILES	LYPLA2 counter	pPAFAH inh	PREPL inh	LYPLA1 inh	PAD4 inh	GSTO1 counter	PME-1 primary	PAFAH1B3 inh	PAFAH1B2 FP inh
COc1ccc(C2CC(c3ccccc3)n3nnnc3N2)cc1 (configuration not stated)	4	3	-43	-1	-6	-5	-1	-1	0
CSCC[C@H](NC(=O)[C@H]1CC[C@H](CNC(=O)[C@@H](N)Cc2ccccc2)CC1)C(=O)O	14	-5	24	1	-1	-1	1	16	4
CCNC(=S)SCCOc1ccccc1C	-3	1	10	-7	1	2	1	3	2
CCC(=O)NC(c1ccco1)c1cc(Cl)c2cccnc2c1OC (configuration not stated)	0	-1	-4	-1	0	x	-3	6	-5
Cc1cccc(C)c1NC(=O)CN(C)C(=O)c1ccc2nc[nH]c2c1	1	16	22	-2	3	5	-8	5	3
COc1ccccc1N1CCN(c2ncnc3sc(C)c(-c4ccccc4)c23)CC1	5	8	0	-1	-4	-5	1	7	1

Source: PubChem (The Scripps Research Institute Molecular Screening Center)

Not all compounds are listed (hit frequency here may not be typical).
